KB-3-1 tox: kills parental KB-3-1 adenocarcinoma cells. KB-3-1 viability, CellTiter-Glo ATP luminescence, 72 h. Potency, µM (series often up to 46.1 µM), for inactives: top-dose activity change, negative = cytotoxic, actives largely listed as cytotoxic. 1.4% of 400,000 active; note: potency is the fitted concentration of half-maximal effect; % is set by controls: 0 for no effect and ±100 for the full control effect; nearly all actives have a fitted effect of over 60% in size
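Cytotoxicity measured as CellTiter-Glo luminescence after 72 h at 37 C. Compound titrations were pinned onto drug-naive KB-3-1 parental adenocarcinoma cells grown in DMEM with 10% FBS, and normalized data fitted to concentration-response curves.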
KB-V1 MDR tox: KB-V1 MDR subline cytotoxicity; KB-V1 MDR cells viability, CellTiter-Glo, 72 h; Potency, µM (series often up to 46.1 µM), inactives show at the highest dose activity change, negative = cytotoxicity, actives largely listed as cytotoxic; 3.4% of 400,000 active; note: potency is the fitted concentration of half-maximal effect; % is set by controls: 0 for no effect and ±100 for the full control effect; nearly all actives have a fitted effect of over 60% in size
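KB-V1, DMEM (no phenol red) + 10% FBS; cpd pin-transferred, titration series; 72 h, 37 degrees C; CellTiter-Glo, luminescence. Data normalized, curve-fit.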
HT1080NT lethal: kills 2HG-producing HT-1080-NT fibrosarcoma cells | AID 686970 | 1.6% of 360,000 active | Potency, µM (series often up to 46.1 µM), without a hit: at the highest dose activity, negative = less viability, hits mostly cytotoxic | HT-1080-NT fibrosarcoma viability, CellTiter-Glo ATP luminescence, 48 h;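 note: NT is the 2HG producing partner of a matched IDH1 knockdown line; potency is the fitted concentration of half-maximal effect; 0% = DMSO-treated cells and -100% = media-only wells without cells; nearly all actives have a fitted effect of over 55% in size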
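Toxicity toward the 2HG-producing NT line was scored as %Activity, normalised to DMSO and no-cell wells, from CellTiter-Glo luminescence after 48 hours' treatment.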
IL1B secr inh: inhibitors of inflammasome signaling (IL-1 beta secretion); THP-1 LPS/ATP IL-1B secretion, AlphaLISA, 16 h; active compounds read low; activity change, % at 57.5 µM; 4.7% of 360,000 active; AID 743279; in the data active = activity change below about -50%; inconclusive = mostly about -30% to -49%; note: % is set by controls: 0 for no effect and ±100 for the full control effect
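Secreted IL-1B measured by AlphaLISA bead assay after 16 h compound exposure of THP-1 cells; compounds (final up to 57.5 uM) added 1 h before LPS (250 ng/mL) and ATP (1.25 mM) stimulation; lower signal means less secretion.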
HEK293 tox: cytotoxic in the GLP-1 receptor inverse agonist counter-screen; HEK293 cAMP-luciferase reporter cells, luminescence, 24 h; Potency, µM (titrated, usually from 38.3 µM), for inactives: at the top dose activity change, negative = inhibition, actives largely listed as inhibitors; 0.13% of 410,000 active;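 note: loss of luciferase light is scored as toxicity; potency is the fitted concentration of half-maximal effect; % is set by controls: 0 for no effect and ±100 for the full control effect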
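A 23 nL compound transfer followed 12 hours of cell culture at 37 deg C; exposure then lasted 24 hr. Luciferase assay detection reagent was dispensed and plates read for luminescence after a 12 min room-temperature wait.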
MCF10A rerep: inducers of DNA re-replication in MCF 10A breast cells; 2.9% of 350,000 active; Potency, µM (highest dose often 46.1 µM), inactives show top-dose activity, positive = re-replication, usual class: activators; MCF 10A DNA re-replication, Hoechst nuclear intensity, 48 h; AID 624296; note: potency is the fitted concentration of half-maximal effect; % of control where 0% means no effect; nearly all actives have a fitted effect of over 50% in size
HT1080 IDH1KD tx: toxicity to HT-1080 IDH1 knockdown cells (counter line); 2% of 360,000 active; Potency, µM (doses to about 46.1 µM), for inactives: top-dose activity, negative = toxicity, most hits filed as cytotoxic; HT-1080 IDH1 knockdown viability, ATP luminescence, 48 h; AID 686971;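 note: potency is the fitted concentration of half-maximal effect; 0% = DMSO wells and -100% = cell-free medium wells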
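HT-1080-IDH1KD cells (IDH1 knocked down), 750/well in RPMI with 5% FBS, treated with compound 48 h at 37 degrees C. Viability by CellTiter-Glo luminescence, normalised to DMSO and no-cell wells; concentration-response curves classed.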
D3 ag: agonists of human D3 dopamine receptor | max activation, % | 0.58% of 410,000 active | P35462 | D3R DiscoveRx beta-arrestin cells, luminescence, 90 min | AID 652048; in the data active = max activation above about 30%; note: 0% is about no effect; mostly tested at two doses, the higher about 12 µM
Target sequence (P35462 whole entry, looked up): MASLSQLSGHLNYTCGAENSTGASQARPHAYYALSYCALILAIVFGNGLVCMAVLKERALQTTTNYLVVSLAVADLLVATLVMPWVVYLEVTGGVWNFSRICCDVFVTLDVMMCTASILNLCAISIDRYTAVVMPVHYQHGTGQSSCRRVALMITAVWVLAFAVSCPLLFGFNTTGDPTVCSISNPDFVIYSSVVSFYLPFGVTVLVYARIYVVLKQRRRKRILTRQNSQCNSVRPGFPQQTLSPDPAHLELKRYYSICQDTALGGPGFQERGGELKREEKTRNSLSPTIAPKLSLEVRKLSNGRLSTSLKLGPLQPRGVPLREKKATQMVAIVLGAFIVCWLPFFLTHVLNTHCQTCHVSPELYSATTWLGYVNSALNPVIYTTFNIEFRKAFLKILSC
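Agonist mode: compounds and dopamine controls were applied to plated cells for 90 min at 37 degrees C after an overnight attachment at 1500 cells/well. Luminescent read-out followed 30 - 60 minutes at room temperature with DiscoveRx detection reagent.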
SW480 rerep: induces DNA re-replication in SW480 colon adenocarcinoma cells; SW480 DNA re-replication, Hoechst DNA content imaging, 48 h; 1.8% of 340,000 active; Potency, µM (top dose mostly 46.1 µM), inactives show top-dose re-replication activation, most hits filed as activators; AID 624297; note: potency is the fitted concentration of half-maximal effect; % of control where 0% means no effect; nearly all actives have a fitted effect of over 55% in size
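Image-based read-out: total Hoechst fluorescence of nuclei (405 nm excitation, 500-530 nm emission), with hits raising the fraction of high-intensity nuclei. SW480 colon cells incubated 48 hr with compounds at 37 C.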
Active calls of the source: *; ? = inconclusive; . = no result given; & = joins results of further samples; [ ] = another dose, or the depositor's remark. Unless noted, calls come from the whole dose curve; as a rule, active = well fitted curve in the direction sought with a large enough effect; inconclusive = small, poorly fitted or top-dose-only effect, or another doubt; inactive = no such curve, though single readings can be large; an effect the other way counts as inactive or inconclusive.

SMILES	KB-3-1 tox	KB-V1 MDR tox	HT1080NT lethal	IL1B secr inh	HEK293 tox	MCF10A rerep	HT1080 IDH1KD tx	D3 ag	SW480 rerep
Cc1cccc(C)c1NC(=O)CN1C(=O)C(C)Oc2ccccc21 (configuration not stated)	-23%	-6%	-4%	-9	-5%	0%	2%	3	?
COC(=O)c1ccccc1NC(=O)CCCn1nc(C)c2c(C)n(-c3ccccc3)nc2c1=O	4%&5%	-23%&2%	8%	7	0%&0%	4%	16%	0&-16	20%
O=C(NCc1ccco1)c1c(F)cccc1Cl	3%	?	22%	10	-6%	-5%	19%	-3	1%
O=C1NC(=S)S/C1=C\c1cc(Cl)ccc1Cl	?	?	?	-16	?	?	-22%	-9	-10%
CC1(C)OC(=O)C(=CNc2ccccc2F)C(=O)O1	-8%	-1%	-2%	-17	4%	2%	0%	-8	-1%
CC1(C)CC(=O)N(CC(=O)NCc2ccc(F)cc2)c2ccccc2S1(=O)=O	0%	?	9%	14	0%	2%	15%	2	-4%
CC(=O)NCC(=O)OCc1ccc([N+](=O)[O-])cc1	1%	-8%	-5%	0	10%	?	0%	-4	-103%
CC(C)CN(CC(C)C)S(=O)(=O)c1ccc(C(=O)Nc2sc3c(c2C(N)=O)CCN(C(C)C)C3)cc1	1%	?	.	.	275%[activator]	.	.	-9	.
CCN(CC)S(=O)(=O)c1ccc(N2CCOCC2)c(NC(=O)c2c3c(nc4ccccc24)CCC3)c1	-3%	-26%	7%	6	-6%	4%	2%	10	-4%
Cn1c(N2CCOCC2)nc2c1c(=O)n(Cc1ccc(Cl)cc1)c(=O)n2C	1%	23µM*	4%	-2	-10%	13%	3%	-3	0%
O=C(NCc1cccnc1)c1cccc(C(F)(F)F)c1	-9%	-9%	?	-3	-2%	?	0%	-18	21%
Cc1ccccc1NC(=O)CCS(=O)(=O)c1ccc(Br)cc1	7%	-1%	4%	1	0%	9%	6%	-6	-5%
COc1cc(OC)cc(C(=O)NCCNC(=O)c2ccccc2)c1	19%	-22%	4%	16	-14%	-5%	-8%	-8	2%
Clc1ccc(N=NN2CCOCC2)cc1	5%	3%	23%	10	-1%	?	6%	4	-74%[inhibitor]
Clc1ccc(CCNc2ncnc3c2nnn3Cc2ccccc2)cc1	21%	-20%	-5%	-21	8%	?	?	3	0%
O=S(Cc1ccc(Br)cc1)Cc1nnc(SCc2ccc(Cl)cc2)n1-c1ccccc1 (configuration not stated)	?	2.3µM*	-3%	-68*	?	?	-22%	2	-4%
O=C(c1cnccn1)N1CCN(C/C=C/c2ccccc2)CC1	8%	13%	2%	-6	-13%	-4%	-5%	-3	0%
Cc1cccc(C)c1NC(=O)c1ccc2c(c1)CCN2S(C)(=O)=O	4%	-5%	1%	-14	1%	-3%	1%	3	1%
CCOC(=O)c1c(NC(=O)C(=O)N/N=C/c2ccc(OCC)cc2)sc2c1CCCCC2	14%	16µM*	7%	7	3%	1%	15%	4	1%
CCOC(=O)CNC(=O)CSc1nc2sc(C)c(C)c2c(=O)n1C	17%	5%	1%	14	3%	3%	1%	-1	1%
N#Cc1ccc(N2CCCC2C(=O)O)c([N+](=O)[O-])c1 (configuration not stated)	2%	9%	18%	0	-12%	16%	21%	-1	-2%
COc1ccc(N2CC(C(=O)Nc3ccc([N+](=O)[O-])cc3Br)CC2=O)cc1 (configuration not stated)	0%	-1%	-3%	-19	5%	-28%	-6%	-2	-9%
Cc1ccc2c(CN3CCCCC3)cc(=O)oc2c1C	14%	18%	4%	1	0%	?	0%	-12	-5%
O=C(CCCCn1c(=O)[nH]c2ccsc2c1=O)NCC1CCCO1 (configuration not stated)	20%	-2%	0%	3	16%	-1%	-2%	3	5%
COc1ccccc1C=NN1CCCCCC1	2%	0%	-10%	-14	-2%	0%	-9%	-2	14%

Of the compounds above, these contain an aryl thioether with sulfur outside any ring.
SMILES	KB-3-1 tox	KB-V1 MDR tox	HT1080NT lethal	IL1B secr inh	HEK293 tox	MCF10A rerep	HT1080 IDH1KD tx	D3 ag	SW480 rerep
O=S(Cc1ccc(Br)cc1)Cc1nnc(SCc2ccc(Cl)cc2)n1-c1ccccc1 (configuration not stated)	?	2.3µM*	-3%	-68*	?	?	-22%	2	-4%
CCOC(=O)CNC(=O)CSc1nc2sc(C)c(C)c2c(=O)n1C	17%	5%	1%	14	3%	3%	1%	-1	1%

The listing continues.
SMILES	KB-3-1 tox	KB-V1 MDR tox	HT1080NT lethal	IL1B secr inh	HEK293 tox	MCF10A rerep	HT1080 IDH1KD tx	D3 ag	SW480 rerep
CC(Oc1ccc(Br)cc1)C(=O)Nc1ccc(S(=O)(=O)N(C)C2CCN(C)CC2)cc1 (configuration not stated)	?	?	-19%	-98*	-12%	?	-1%	-7	?
CC(C)NC(=O)CSc1nc(-c2ccccc2)cs1	-5%	12%	10%	-8	-4%	13%	7%	1	-12%
O=C(Cc1cccs1)N=Nc1c(O)[nH]c2ccccc12	13%	18%	7%	-21	0%	-5%	8%	-7	3%
CCCn1c(C)cc(C(=O)COC(=O)c2cc(=O)[nH]c3ccccc23)c1C	5%	-3%	14%	10	-1%	.	12%	5	.
COC(=O)c1cc(-c2ccc(Cl)cc2)n(-c2ccc(S(N)(=O)=O)cc2)n1	-3%	9%	-13%	100	-14%	17%	-7%	6	-7%
CCCCOC(=O)N/N=C/C=C/c1ccccc1	12%	0%	13%	-7	10%	-8%	-5%	-12	-4%
O=C(CN(CC1CCCO1)C(=O)CNS(=O)(=O)c1ccc(F)cc1)NC1CCCC1 (configuration not stated)	1%	24%	0%	-10	26%	-1%	7%	-11	-4%
CN(C)Cc1cn(CCC(=O)O)c2ccccc12	-2%	?	-11%	13	-11%	?	6%	-1	-2%
NC(=O)c1ccccc1[N+](=O)[O-]	0%	5%	19%	17	2%	7%	0%	-6	18%
CCOC(=O)C(CO)(NC(C)=O)C(=O)OCC	2%	30%	12%	19	1%	-2%	12%	6	0%
CCOC(=O)c1cnn(-c2ccc(C(F)(F)F)cn2)c1N	-4%	16%	22%	18	-11%	-4%	0%	7	-7%
CCC(C)[C@H](NC(=O)NCc1cccs1)C(=O)O (some centres not stated)	-2%	7%	-1%	-13	77%[activator]	3%	1%	-2	0%
COc1cc(C)c2c(c1OC)C(=O)CC2	3%	2%	14%	0	12%	-8%	13%	-2	-3%
C=CCOC(=O)C1=C[C@@H](C2CCCCC2)C[C@@H](OCc2ccc(CO)cc2)O1	0%	0%	-5%	-5	-12%	21%	-7%	-2	?
C=CCN(C(=O)c1csnn1)C(C(=O)NC1CCCCC1)c1ccc(C)cc1 (configuration not stated)	1%	-17%	-12%	-1	-16%	-3%	-13%	-14	-14%
CSc1ncc(Cl)c(C(=O)Nc2ccc(S(=O)(=O)N3CCC(C)CC3)cc2)n1	?	-21%	.	.	1%	.	.	4	.
COc1cc(C(C(=O)NC2CCCCC2)N(C(=O)c2snc(C(N)=O)c2N)c2ccc(C)cc2)ccc1O (configuration not stated)	?	?	-17%	-5	5%	?	0%	-2	?
O=C1/C(=C/c2cccnc2)SC(=S)N1c1ccccc1	2%	5%	2%	17	4%	-5%	12%	3	-13%
Cc1ccc(N(CC(=O)NC(C)(C)C)C(=O)CNC(=O)c2cccs2)c(C)c1	?	15%	-1%	13	1%	1%	-4%	-5	16%
COc1ccc(OCC(=O)Nn2c(-c3ccc(OC)cc3)nc3ccccc3c2=O)cc1	-2%	-13%	-3%	6	4%	15%	1%	-1	4%
CN(C)Cc1c(O)ccc2c3c(c(=O)oc12)CCCCC3	6%	3%	-5%	2	.	-20%	0%	5	-31%[inhibitor]
CCN(CC)c1nc(-c2ccccn2)nc(-c2ccccc2)c1C#N	?	16µM*	-26%	?	?	-6%	-16%	-8	-45%[inhibitor]
O=C(Cn1cnc2ccccc2c1=O)N1CCN(Cc2ccccc2)CC1	-9%	23µM*	-1%	-14	7%	-4%	-2%	-2	-5%
CN(CCc1ccccc1)C(=O)c1cc(COc2cccc(C(F)(F)F)c2)on1	-3%	10%	-16%	?	-4%	9%	-17%	1	-16%
CCC(c1nnnn1CCOC)N1CCN(C(=O)c2ccco2)CC1 (configuration not stated)	-3%	?	-5%	29	12%	1%	2%	-10	3%
O=C(Nc1cccc(-n2cnnn2)c1)c1cc(Cl)nc(Cl)c1	-12%	12%	13%	?	-9%	5%	-3%	-1	-1%

Structures from the list above with a thiophene ring, fused or not (seven):
SMILES	KB-3-1 tox	KB-V1 MDR tox	HT1080NT lethal	IL1B secr inh	HEK293 tox	MCF10A rerep	HT1080 IDH1KD tx	D3 ag	SW480 rerep
CC(C)CN(CC(C)C)S(=O)(=O)c1ccc(C(=O)Nc2sc3c(c2C(N)=O)CCN(C(C)C)C3)cc1	1%	?	.	.	275%[activator]	.	.	-9	.
CCOC(=O)c1c(NC(=O)C(=O)N/N=C/c2ccc(OCC)cc2)sc2c1CCCCC2	14%	16µM*	7%	7	3%	1%	15%	4	1%
CCOC(=O)CNC(=O)CSc1nc2sc(C)c(C)c2c(=O)n1C	17%	5%	1%	14	3%	3%	1%	-1	1%
O=C(CCCCn1c(=O)[nH]c2ccsc2c1=O)NCC1CCCO1 (configuration not stated)	20%	-2%	0%	3	16%	-1%	-2%	3	5%
O=C(Cc1cccs1)N=Nc1c(O)[nH]c2ccccc12	13%	18%	7%	-21	0%	-5%	8%	-7	3%
CCC(C)[C@H](NC(=O)NCc1cccs1)C(=O)O (some centres not stated)	-2%	7%	-1%	-13	77%[activator]	3%	1%	-2	0%
Cc1ccc(N(CC(=O)NC(C)(C)C)C(=O)CNC(=O)c2cccs2)c(C)c1	?	15%	-1%	13	1%	1%	-4%	-5	16%

Screening data as filed in PubChem BioAssay.
